Source: PubChem BioAssay (Southern Research Specialized Biocontainment Screening Center)
VEEV TC-83 Vero: inhibitors of VEEV TC-83 cytopathic effect, confirmation, Vero cells (AID 588727). Vero cells, VEEV TC-83 cytopathic effect inhibition; higher % means a stronger effect. one-dose inhibition, % at 20 µM; IC50 in µM for titrated hits. 0.13% of 350,000 active; in the data active = a potency from the dose series; inconclusive = inhibition mostly from about 14% at the one dose, without a potency; inactive = the rest, 99 in 100 with inhibition below about 12%; also: strong numbers were not always called active
H37Rv inhibition: M. tuberculosis growth inhibition, HTS (AID 449762); M. tuberculosis H37Rv growth inhibition, 7H9 media; higher % means a stronger effect; one-dose inhibition, % at 25 µM; IC50 in µM for titrated hits; 0.59% of 330,000 active; in the data active = a potency from the dose series; inconclusive = inhibition above about 70% without an active follow-up result;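 also: bacterial growth assessed after seven days of incubation; strong numbers were not always called active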
M. tuberculosis: growth inhibition of non-replicating M. tuberculosis (AID 488890); Mycobacterium tuberculosis non-replicating, growth inhibition; higher % means a stronger effect; one-dose inhibition, % at 25 µM; IC50 in µM for titrated hits; 0.39% of 320,000 active; in the data active = a potency from the dose series; inconclusive = inhibition mostly from about 82% at the one dose, without a potency; inactive = the rest, 99 in 100 with inhibition below about 76%;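 also: plate controls were DMSO cells for no effect and high antibiotic wells for full effect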
H1N1 NS1A inhibition: H1N1 influenza NS1A inhibitors, functional cell based assay (AID 504329); NS1A functional cell-based assay, percent inhibition; higher % means a stronger effect; one-dose inhibition, % at 12.5 µM; IC50 in µM for titrated hits; 0.3% of 340,000 active; in the data active = a potency from the dose series; inconclusive = inhibition above about 27% without an active follow-up result; also: strong numbers were not always called active
Salmonella PhoP GFP: PhoP regulon inhibitors, Salmonella typhi PhoP promoter GFP reporter, confirmatory (AID 1850); inhibition, % at 50 µM, or IC50 in µM where a hit was titrated; 0.33% of 310,000 active; Salmonella Typhi PhoP-promoter GFP reporter, fluorescence, 4 h; higher % means a stronger effect; in the data active = a potency from the dose series; inconclusive = inhibition mostly from about 25% at the one dose, without a potency; inactive = the rest, 99 in 100 with inhibition below about 19%;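 also: 0% = induced wells with vehicle and 100% = uninduced wells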
VEEV TC-83 Vero 10K pilot screen: second read-out of VEEV TC-83 Vero, no call of its own (marks repeat the call); inhibition, %; measured here: 10K pilot screen inhibition
* marks the source's active call; other numbers are inactive results; i = inactive; ? = inconclusive; nt = not tested or not shown.

SMILES	VEEV TC-83 Vero	H37Rv inhibition	M. tuberculosis	H1N1 NS1A inhibition	Salmonella PhoP GFP	others
Cc1nc(C(=O)Nc2ccc(Cl)cc2)sc1C1(C)CC(c2cccc([N+](=O)[O-])c2)=NO1 (centres undefined)	i	0%	4%	7%	9%
CC(C)Cc1cc(C(=O)N2CCCC(CO)(Cc3ccc(F)cc3F)C2)n[nH]1 (centres undefined)	2.2%	-8%	19%	6%	5%
COc1ccccc1NC(=O)C(C)OC(=O)CC1CCCC1 (centres undefined)	0.5%	-2%	38%	-4%	-2%
C/C(=N\NC1=NCCN1)c1ccc(Cl)cc1	1.4%	4%	15%	0%	8%
CCOc1cccc(CNn2cnnc2)c1OCc1ccccc1Cl	1.2%	-9%	5%	5%	4%
CCCCSc1nnc(CNC(=O)C23CC4CC(CC(C4)C2)C3)n1Cc1ccccc1	0.6%	-4%	58%	-4%	-8%
Cc1cc(NC(=O)CC(C)C)c(=O)n(Cc2cccc(F)c2)c1	i	-2%	2%	2%	-9%
O=C(C1CC1)N1CCN=C1SCc1ccccc1Cl	1.3%	2%	15%	1%	-6%
COc1ccc(-n2ccn3c(CCC(=O)N4CCN(c5cccc(C)c5C)CC4)nnc3c2=O)cc1	i	11%	3%	6%	-14%
COc1cccc2sc(Nc3nc(-c4cc5ccccc5oc4=O)cs3)nc12	?	-2%	70%	-4%	-14%
CCOP(=O)(OCC)C(NC(=O)NC)C(N)=O (centres undefined)	i	-2%	-6%	-4%	11%
CSCCC(NC(=O)c1ccc(Cl)cc1Cl)C(=O)OCC(N)=O (centres undefined)	1.9%	-3%	-5%	-17%	5%
Fc1ccc(-c2n[nH]c(=S)c3ccccc23)cc1	1.3%	1%	16%	-8%	3%
CCCC1(CCC)NC(=O)N(CC(=O)Nc2cccc(OC)c2)C1=O	0.5%	10%	-13%	5%	6%
CCOC(=O)c1cc(NC(=O)c2c(C)noc2C)cc(C(=O)OCC)c1	2.6%	-6%	10%	-1%	-12%
O=C1CCN(CCc2ccccc2)CCN1CCO	0.5%	7%	-3%	-11%	10%	VEEV TC-83 Vero 10K pilot screen=1.0
Cc1cc(S(=O)(=O)n2[nH]c(=O)c(CCO)c2C)c(Cl)cc1Cl	0.1%	-11%	-2%	9%	4%
O=C(CSc1ncnc2sc(-c3ccccc3)cc12)NC1CCS(=O)(=O)C1 (centres undefined)	2.1%	-8%	-8%	0%	-1%
CCOc1ccc(C(=O)CCC(=O)Nc2ccc(C)cn2)cc1	1.6%	18%	22%	1%	5%
O=C(CCN1C(=O)/C(=C/c2ccccc2Cl)SC1=S)NC1C=CS(=O)(=O)C1 (centres undefined)	?	5%	7%	0%	4%
CCCCCCCn1c(=O)c(C(=O)OC)c(N)c2ccccc21	i	27%	21%	0%	8%
COc1cccc(-c2noc(-c3ccc4c(c3)OCO4)n2)c1	0.1%	6%	20%	-2%	20%
COC(=O)C1=C(C)N(Cc2ccco2)C(=O)C1	0.8%	1%	-4%	2%	4%
Cc1ccc(C(C(=O)NC2CCCC2)N(Cc2ccc(F)cc2)C(=O)c2csnn2)o1 (centres undefined)	5.7%	-6%	13%	-5%	-2%
CCOc1ccc(-c2cc(C(=O)NCCCN3CCOCC3)c3ccccc3n2)cc1	7.5%	-4%	12%	5%	7%
CCn1cc(Cl)c(C(=O)Nc2c(C)nn(Cc3c(F)c(F)c(F)c(F)c3F)c2C)n1	8.9%	nt	nt	-13%	nt
Cc1ccc(S(=O)(=O)N(CC(=O)Nc2ccc(F)cc2)C(=O)N2CCN(C)CC2)cc1	1.4%	-5%	-15%	-1%	12%
Cc1ccc(C)c(NC(=O)NC2CCCCCCC2)c1	i	-9%	-12%	-14%	-4%
CC(CCc1ccccc1)N1CCN(Cc2ccccc2)CC1 (centres undefined)	1.3%	-14%	?	0%	-7%
COc1cccc(-n2c(SCC(N)=O)nc3ccccc3c2=O)c1	1.2%	-2%	-1%	-2%	-4%
COc1cccc(NC(=O)CN(C)C(=O)CC(NC(=O)c2ccccc2Cl)c2ccccc2)c1 (centres undefined)	2.8%	6%	32%	-5%	nt
Cc1ccc(S(=O)(=O)N2CCOC23CCN(S(=O)(=O)c2c(C)cc(C)cc2C)CC3)cc1	0.3%	3%	1%	0%	3%
O=C(c1cccc(S(=O)(=O)NCc2ccccc2)c1)N1CCN(Cc2ccccc2)CC1	0.6%	4%	19%	-6%	-4%
CCn1nnc(NC(=O)c2c(OC)cccc2OC)n1	0.6%	-9%	-12%	-3%	3%
C[C@H](N)c1nnc(SCC(=O)N(C)C)o1	0.7%	-15%	4%	-4%	0%
Cc1cccc([C@@H]2[C@@H]3C(=O)N(Cc4ccccc4)C(=O)[C@@H]3[C@]3(Cc4ccccc4)C(=O)N(c4cccc(F)c4)C(=O)N23)c1	0.0%	-3%	30%	-2%	-6%
CCCn1nc(NC(=O)C2CCCO2)c2cc3ccc(C)cc3nc21 (centres undefined)	6.5%	-2%	-3%	-11%	1%
CC(C)CC[n+]1ccccc1/C=C/c1ccc(N(C)C)cc1	i	5.3µM*	?	3%	-108%
COc1ccccc1N1CCN(CCCCOc2cccc3ccccc23)CC1	0.6%	34µM*	77%	0%	-4%
Cc1cccc(NC(=S)NC(NC(=O)OCc2ccccc2)C(Cl)(Cl)Cl)c1 (centres undefined)	0.3%	-10%	24%	-1%	-14%

Five records picked at random from the list so far, as already listed:
SMILES	VEEV TC-83 Vero	H37Rv inhibition	M. tuberculosis	H1N1 NS1A inhibition	Salmonella PhoP GFP	others
Cc1cccc(NC(=S)NC(NC(=O)OCc2ccccc2)C(Cl)(Cl)Cl)c1 (centres undefined)	0.3%	-10%	24%	-1%	-14%
CC(C)CC[n+]1ccccc1/C=C/c1ccc(N(C)C)cc1	i	5.3µM*	?	3%	-108%
CCn1nnc(NC(=O)c2c(OC)cccc2OC)n1	0.6%	-9%	-12%	-3%	3%
CCCCCCCn1c(=O)c(C(=O)OC)c(N)c2ccccc21	i	27%	21%	0%	8%
C[C@H](N)c1nnc(SCC(=O)N(C)C)o1	0.7%	-15%	4%	-4%	0%

Next section
SMILES	VEEV TC-83 Vero	H37Rv inhibition	M. tuberculosis	H1N1 NS1A inhibition	Salmonella PhoP GFP	others
O=C(Nc1ccon1)C12CC3CC(C1)CC(n1cnc([N+](=O)[O-])n1)(C3)C2	0.6%	-1%	-6%	-4%	0%
CCN1C(=O)[C@@H]2[C@@H](c3ccc(SC4CCCCC4)cc3)N3CCC[C@@]3(C(=O)OC)[C@@H]2C1=O	i	0%	-3%	9%	-21%
COC(=O)CN(C(=S)Nc1ccccc1)C1CC(=O)N(c2ccc(OC)cc2)C1=O (centres undefined)	i	nt	nt	12%	-2%
COc1ccc(OC)c(NC(=O)CSc2nc3nc(C)cc(C)n3n2)c1	0.4%	-8%	-3%	-4%	nt
Cc1ccc(SCC(=O)OCC(=O)NCCc2ccccc2)cc1	i	-2%	32%	-10%	nt
CC(=O)c1ccc(S(=O)(=O)N2CCN(C(=O)C3CCCC3)CC2)cc1	2.6%	4%	3%	-5%	-9%
C/C(=N\NC(=O)c1nnn(-c2nonc2N)c1CN(C)c1ccccc1)c1cccc(O)c1	1.1%	-7%	25%	-4%	-11%
CCOc1ccc(NC(=O)CN(C)C(=O)c2ccccc2SCC(=O)N2CCCC2)cc1OCC	5.2%	-1%	4%	8%	-8%
Cc1ccccc1NS(=O)(=O)c1nnc(NC(=O)c2ccccc2F)s1	2.0%	21%	43%	21%	-10%	VEEV TC-83 Vero 10K pilot screen=3.3
O=C(CSc1nc2ccsc2c(=O)n1CC1CCC(C(=O)O)CC1)c1ccc(Cl)cc1 (centres undefined)	1.9%	-6%	10%	6%	20%
CC(C)(C)OC(=O)NCCc1nnc(SCc2cccc(Cl)c2)o1	2.3%	2%	50%	1%	5%
CCCCNC(=O)CN1C(=O)C(CC)Oc2ccc(Cl)cc21 (centres undefined)	0.7%	-3%	28%	21%	2%
COc1ccc(C(=O)COC(=O)C(CCSC)NC(=O)COc2ccccc2)cc1 (centres undefined)	1.1%	-4%	-14%	-1%	2%
OCC1CCCCN1C(=S)NCc1ccco1 (centres undefined)	2.3%	4%	-3%	-16%	-6%
COC(=O)c1c(NC(=O)c2ccc(Br)s2)sc2c1CCC2	3.4%	0%	-3%	1%	8%
Cc1ccc(SCC(=O)c2cc(C)c(O)c(C)c2)cc1	0.8%	5%	nt	0%	8%
COc1cccc(-c2nn(-c3ccccc3)cc2CN(C)C(C)c2ccncn2)c1 (centres undefined)	8.4%	?	22%	-3%	7%
Cc1cc2nc(-c3ccncc3)cc(C(F)(F)F)n2n1	0.9%	4%	-3%	-6%	-9%
Cn1c(NC(=O)CC(C)(C)C)cc(=O)n(C)c1=O	1.4%	-1%	-11%	2%	-6%
O=C(NC1CCCc2ccccc21)C12CC3CC(CC(O)(C3)C1)C2 (centres undefined)	i	-3%	13%	2%	-10%
O=S(=O)(Cc1ccc(Cl)cc1)C1CCCCC1O (centres undefined)	0.4%	4%	0%	-12%	6%
COc1ccc(-c2nnc(COc3ccc(Br)cc3C)o2)cc1	1.3%	2%	62%	nt	5%
COc1cc(/C=C/C(=O)OCC(=O)N2CCCc3ccccc32)ccc1O	4.6%	32%	43%	5%	nt
O=C(Nc1ccc(Cl)cn1)c1ccc2ccccc2n1	i	4%	1%	-7%	11%
CSCC[C@H](NC(=O)[C@@H]1Cc2ccccc2CN1)C(=O)Nc1ccc2c(c1)OCO2	8.3%	3%	9%	2%	13%
CCc1cc(=O)oc2cc(OC(C)=O)cc(OC(C)=O)c12	1.4%	6%	-7%	12%	-7%
O=C1CC(N2CCN(c3ccccc3)CC2)C(=O)N1c1ccc2c(c1)OCCO2 (centres undefined)	1.4%	2%	-6%	-2%	-5%
CCN(CC(=O)Nc1ccccc1OC)C(=O)c1ccc2[nH]c3c(c2c1)CC(C)CC3 (centres undefined)	7.7%	-4%	25%	6%	nt
O=c1c2ccccc2oc2ccc(NCCCn3ccnc3)cc12	i	0%	34%	-17%	4%
Cc1ccc(S(=O)(=O)Nc2n[nH]nc2C(=O)NC2CCCCC2)cc1	1.2%	-7%	-4%	nt	3%
Cc1ccc(S(=O)(=O)N2CCC(C(=O)Nc3ccc(C(C)C)cc3)CC2)cc1	3.9%	-10%	14%	0%	nt
CC1(C)CC(=O)C(C=NCC(N)=O)=C(O)C1	0.4%	3%	-1%	-7%	-12%
O=C(CSc1nc(-c2ccccc2)cc(=O)[nH]1)Nc1ccccc1	0.7%	5%	-6%	-22%	-4%
Cc1ccc(CN2CCN(Cc3ccc4cc(F)ccc4n3)CC2CCO)o1 (centres undefined)	0.8%	4%	27%	-17%	2%
NC(=O)NCCCC(=O)O	1.3%	-6%	-8%	-9%	-11%
CCCn1c(=O)n(C)c(=O)c2c(SCc3cc(C(C)=O)ccc3OCC)nc(C3CC3)nc21	nt	-19%	32%	nt	6%
COc1ccc(OC)c(S(=O)(=O)N2CCC(C(=O)N3CCOCC3)CC2)c1	0.4%	3%	-1%	-20%	-1%
O=C(COc1ccc(Cl)cc1)N1CCN(S(=O)(=O)c2ccccc2)CC1	i	-1%	6%	-4%	-15%
CCC(CO)Oc1cc(NC(=O)c2cccc(F)c2)c2ncn(C(C)C)c2c1 (centres undefined)	0.7%	-2%	25%	-7%	nt	VEEV TC-83 Vero 10K pilot screen=6.3
CCc1nnc(NC(=O)CSc2nnc(C)n2-c2ccc(C)cc2)s1	1.3%	-7%	-9%	-27%	-11%
CC1=C(C(=O)OC2CCCCC2)C(c2ccccc2Br)NC(=O)N1 (centres undefined)	2.6%	-21%	24%	21%	-4%
CCCn1c(N)c(Sc2ccc([N+](=O)[O-])cc2)c(=O)n(CCC)c1=O	0.4%	70%	19%	4%	10%
CCOC(=O)c1oc2nc(C)c3c(c2c1N)CC(C)(C)OC3	1.3%	-5%	3%	-7%	-6%
Cc1ccc(NC(=O)Cn2nc(C)c3ccccc3c2=O)cc1F	0.9%	-4%	12%	1%	-6%
Cc1ccc(CN2CCNC(=O)C2CC(=O)NCCCn2cccn2)o1 (centres undefined)	i	6%	0%	8%	3%
Cc1nc2ccc([N+](=O)[O-])cc2c(=O)n1Cc1ccc([N+](=O)[O-])cc1	i	2%	10%	-24%	-10%
O=C(Nc1ccc2c(c1)OCO2)c1cccs1	i	-2%	nt	4%	10%
CCCC(=O)Nc1ccc(C(=O)NNC(=S)NC(=O)c2ccc(Br)o2)cc1	2.0%	46%	2%	-2%	4%
